# Screens from PubChem BioAssay.
# TDP43 rescue – qHTS of TDP-43 Inhibitors | TDP-43 expressing yeast growth rescue, BacTiter-Glo, 24 h | Potency, µM (highest dose often 46.1 µM), for inactives: at the top dose growth rescue (activation), most hits filed as activators | 1.8% of 410,000 active | AID 652104, 2013; note: % of control where 0% means no effect; nearly all actives have a fitted effect of over 50% in size
#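 Yeast cells expressing TDP-43 under galactose induction are exposed to compounds for 24 hr at 30 deg C. BacTiter-Glo luminescence measures growth, so protective compounds score as activators.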
# EPAC1 ag – qHTS for Agonist of cAMP-regulated guanine nucleotide exchange factor 3 (EPAC1): primary screen | Rap guanine nucleotide exchange factor 3 (Homo sapiens), O95398 | EPAC1 agonist qHTS, biochemical assay; response scale: 100% = response to 6.5 mM cAMP | Potency, µM (series often up to 154 µM), for inactives: at the top dose activation, usual class: activators | 0.073% of 360,000 active; note: nearly all actives have a fitted effect of over 60% in size
#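 Multi-concentration qHTS readout: loss of Rap1B-bound BODIPY-GDP fluorescence driven by 100 nM EPAC1 with excess GDP (50 uM), monitored kinetically at room temperature; agonist response expressed relative to 6.5 mM cAMP.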
# FUS suppressor – qHTS for Suppressors of FUS Proteinopathy: Primary screen using FUS-linked yeast assay. S. cerevisiae FUS-expressing, growth rescue, OD600, 24 h. Potency, µM (titrated, usually from 76.6 µM), for the others: at the top dose growth rescue (activation), hits mostly activators. 0.24% of 390,000 active. AID 1347120, 2019;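 note: plate controls were DMSO vehicle for no effect and reference control for full effect; nearly all actives have a fitted effect of over 55% in size; some results filed as inactive show a strong effect at the top dose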
#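 Compound concentration series was pinned onto galactose-induced FUS-expressing yeast seeded at OD 0.005. Plates sat 24hr at 30C; absorbance at 600 nm gave growth. DMSO served as background control.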
# PTHR1 agonist – qHTS for PTHR1 Agonists: Primary Screen; Parathyroid hormone/parathyroid hormone-related peptide receptor (Homo sapiens), Q03431; HEK293 GP2 PTHR1 cells, GloSensor cAMP luminescence, 1 h; Potency, µM (highest dose often 115 µM), without a hit: top-dose activation, hits mostly activators; 0.075% of 410,000 active; note: nearly all actives have a fitted effect of over 55% in size; some results filed as inactive show a strong effect at the top dose; inactives centre near -15; many of its hits are not listed in these tables
#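 HEK-293-derived GP2 cells expressing PTHR1 and a GloSensor cAMP reporter, 3,000/well, plated overnight, given luciferin plus IBMX (each 0.5 mM as added) for 1 h at 37 °C, then compound for 1 h at 37 °C. Luminescence was read after 15 min at room temperature.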
# aSyn rescue – qHTS of alpha-syn Inhibitors; Potency, µM (titrated, usually from 46.1 µM), inactives show at the highest dose growth rescue (activation), most hits filed as activators; 0.14% of 370,000 active; Yeast expressing alpha-synuclein, growth rescue, BacTiter-Glo, 24 h; AID 652106, 2013; note: % of control where 0% means no effect; nearly all actives have a fitted effect of over 65% in size
#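 Readout is rescue of growth in alpha-synuclein-expressing yeast, so inhibitors of toxicity appear as activators. Growth after 24 hr at 30 deg C in galactose medium is quantified by luminescence.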
# EPAC2 ag – qHTS for Agonist of cAMP-regulated guanine nucleotide exchange factor 4 (EPAC2): primary screen | Rap guanine nucleotide exchange factor 4 (Homo sapiens), Q8WZA2 | EPAC2 activation, biochemical qHTS; response scale: 100% = 6.5 mM cAMP response | Potency, µM (highest dose often 154 µM), for the others: at the top dose activation, most hits filed as activators | 0.079% of 360,000 active | AID 720711, 2013; note: nearly all actives have a fitted effect of over 50% in size
# Target sequence (Q8WZA2 whole entry, looked up): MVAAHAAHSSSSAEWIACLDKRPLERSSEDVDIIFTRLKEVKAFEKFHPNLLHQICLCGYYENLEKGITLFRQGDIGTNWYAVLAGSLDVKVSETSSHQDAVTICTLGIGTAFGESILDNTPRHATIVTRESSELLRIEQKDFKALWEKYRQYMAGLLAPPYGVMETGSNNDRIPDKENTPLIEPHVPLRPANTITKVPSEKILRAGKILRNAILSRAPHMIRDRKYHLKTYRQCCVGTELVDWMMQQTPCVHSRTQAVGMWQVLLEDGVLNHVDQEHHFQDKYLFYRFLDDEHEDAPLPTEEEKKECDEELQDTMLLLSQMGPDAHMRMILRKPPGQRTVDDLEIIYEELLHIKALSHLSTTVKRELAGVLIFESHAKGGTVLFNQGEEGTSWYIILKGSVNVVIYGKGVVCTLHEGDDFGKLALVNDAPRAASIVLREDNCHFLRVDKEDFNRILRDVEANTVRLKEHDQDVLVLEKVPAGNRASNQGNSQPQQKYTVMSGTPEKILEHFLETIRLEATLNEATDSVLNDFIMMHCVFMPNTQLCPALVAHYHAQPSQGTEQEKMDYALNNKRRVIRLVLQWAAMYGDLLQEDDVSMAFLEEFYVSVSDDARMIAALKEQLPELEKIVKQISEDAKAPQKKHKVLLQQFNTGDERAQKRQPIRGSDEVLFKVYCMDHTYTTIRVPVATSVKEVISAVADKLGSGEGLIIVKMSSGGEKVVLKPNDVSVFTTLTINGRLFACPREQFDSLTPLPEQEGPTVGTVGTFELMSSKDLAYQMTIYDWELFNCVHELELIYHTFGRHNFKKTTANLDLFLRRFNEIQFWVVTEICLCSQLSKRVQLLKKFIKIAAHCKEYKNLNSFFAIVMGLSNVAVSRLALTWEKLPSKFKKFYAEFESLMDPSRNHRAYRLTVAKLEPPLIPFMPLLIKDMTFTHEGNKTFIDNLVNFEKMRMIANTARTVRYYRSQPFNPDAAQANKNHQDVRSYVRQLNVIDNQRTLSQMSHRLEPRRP
#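 Compounds were added across a concentration range to EPAC2 (100 nM), RAP1B-BODIPY-GDP (250 nM) and GDP (50 uM). After 5 min at room temperature, fluorescence was recorded at 5-min intervals for 30 min.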
# EPAC2 antagonist – qHTS for Antagonist of cAMP-regulated guanine nucleotide exchange factor 2 (EPAC2): primary screen; Rap guanine nucleotide exchange factor 4 (Homo sapiens), Q8WZA2; EPAC2 GEF exchange of Rap1B-BODIPY-GDP, fluorescence; Potency, µM (titrated, usually from 114 µM), without a hit: top-dose activity, negative = inhibition, actives largely listed as inhibitors; 0.18% of 360,000 active; AID 720708, 2013; note: % is set by controls: 0 for no effect and ±100 for the full control effect; nearly all actives have a fitted effect of over 45% in size; many of its hits are not listed in these tables
# EPAC1 antagonist – qHTS for Antagonist of cAMP-regulated guanine nucleotide exchange factor 3 (EPAC1): primary screen; EPAC1 GEF assay, Rap1b-BODIPY-GDP exchange fluorescence; Potency, µM (titrated, usually from 115 µM), for the others: at the top dose activity change, negative = inhibition, usual class: inhibitors; 0.14% of 360,000 active; AID 720709, 2013;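 note: plate controls were vehicle for no effect and positive control for full effect; nearly all actives have a fitted effect of over 50% in size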
# An asterisk follows results filed as active; i = inactive; ? = inconclusive; . = not tested or not shown; [ ] = another dose, or the depositor's remark. Calls come from the whole dose curve; as a rule, active = well fitted curve in the direction sought with a large enough effect; inconclusive = small, poorly fitted or top-dose-only effect, or another doubt; inactive = no such curve, though single readings can be large; an effect the other way counts as inactive or inconclusive. Potency is the fitted concentration of half-maximal effect. Only part of the results is shown; count on the stated rates, not on these rows.
Structure	TDP43 rescue	EPAC1 ag	FUS suppressor	PTHR1 agonist	aSyn rescue	EPAC2 ag	EPAC2 antagonist	EPAC1 antagonist
O=c1nc(-c2ccccc2)nc(-c2ccccc2)[nH]1	-9%	-4%	-3%	-8%	0%	12%	-6%	0%
CC1COc2ccccc2N1C(=O)c1ccc(Cl)nc1 (configuration not stated)	-1%	-2%	-10%	i	4%	6%	-3%	7%
COC(=O)CCC(=O)N1CCOCCOCCOCC1	-20%	-14%	5%	i	-8%	0%	6%	-11%
Cc1c(Cl)cc(-n2cnnn2)cc1[N+](=O)[O-]	?	-13%	-4%	i	2%	-3%	-8%	-2%
COc1ccc2c(c1)-c1nc(/N=C/c3ccccc3O)sc1CC2	-4%	-7%	-6%	i	-16%	-6%	7%	-13%
Cc1ccc(F)c(S(=O)(=O)NC(=O)C2(C)CCN2C(=O)Cc2ccc(-c3ccccc3)cc2)c1 (configuration not stated)	22%	-6%	27%	-18%	-10%	0%	-2%	-9%
O=C(COc1ccccc1CNC[C@H]1O[C@@H](n2ccc(=O)[nH]c2=O)[C@H](O)[C@@H]1O)N1CCCCC1	2%	-9%	-19%	i	-1%	-17%	?	23%
CC1=Nc2ccc(C)cc2N(Cc2ccccc2)C(=O)C1	0%	-5%	-18%	-1%	12%	-1%	-3%	6%
O=C(C(F)C(F)(F)F)N1CCN(c2ccccc2)CC1 (configuration not stated)	-6%	10%	-26%	i	0%	-3%	0%	1%
CCCn1c(C)cc(C(=O)COc2ccc(C)nc2[N+](=O)[O-])c1C	15%	1%	-11%	-2%	10%	-3%	-2%	4%
CCCOc1ccc(/C(CC)=N/NC(=O)C2(C)CC2(Br)Br)cc1 (configuration not stated)	5%	3%	11%	-18%	0%	3%	-1%	6%
CN(CC(=O)Nc1ccccc1Cl)C(=O)c1ccccc1SCC(=O)N1CCCC1	12%	5%	5%	i	8%	-3%	2%	5%
COc1ccc2c(c1)c(=O)c(Br)c(C)n2Cc1ccccc1	1%	17%	11%	i	-21%	7%	1%	-8%
COc1ccccc1-n1c(SCC(=O)NCC2CCCO2)nc2c([nH]c3ccccc32)c1=O (configuration not stated)	-7%	-10%	16%	i	1%	4%	-6%	-8%
CCOC(=O)c1c(C)[nH]c(NC(=O)NNC(=O)c2ccccc2Cl)c1C	14%	18%	-20%	-68%	2%	12%	16%	-25%
Cc1ccc(NC(=O)CCc2ccc(S(=O)(=O)N3CCOCC3)cc2)c(C)c1	-5%	-6%	3%	-13%	-7%	4%	19%	7%
Cc1cn(CC(=O)NCCN2CCOCC2)c(=O)[nH]c1=O	17%	-11%	-19%	i	-10%	2%	13%	-21%
CCN1C(=O)N[C@@H](c2ccco2)C(C(C)=O)=C1C	23%	-15%	-26%	i	0%	-4%	0%	3%
COc1ccc(S(=O)(=O)Nc2ccc(-n3cnnn3)cc2)cc1[N+](=O)[O-]	10%	4%	6%	-9%	-3%	9%	-1%	-21%
COc1ccc(OC)c(/C=C/C(=O)OCC(=O)c2c(N)n(C)c(=O)n(C)c2=O)c1	-13%	-2%	2%	i	-1%	-3%	-1%	-12%
Fc1c(F)c(C(F)(F)F)c(F)c(F)c1N1CCN(c2ccc3nnc(C(F)(F)F)n3n2)CC1	27%	-5%	-52%[inhibitor]	-21%	2%	-28%	-4%	-7%
Cc1ccc(S(=O)(=O)NCC(=O)OCC(=O)NCc2cccs2)cc1	-15%	-11%	8%	i	12%	0%	6%	3%
Cc1cc(C)cc(Cn2c3ccc(NC(=S)NC4CCCCC4)cc3c(=O)n2C)c1	17%	-5%	28µM*	i	-9%	0%	-1%	-16%
CCOc1ccc(NC(=O)CCN2C(=O)CSc3ccccc32)cc1	?	-1%	0%	-81%[inhibitor]	14%	2%	8%	-1%
Cc1cc2nc(-c3cc(N4CCOCC4)ccc3[N+](=O)[O-])ccn2n1	14%	-1%	20%	i	-1%	7%	-4%	-4%
O=C(c1cc([N+](=O)[O-])ccc1Cl)N1CCN(c2ccccn2)CC1	-5%	2%	20%	-32%[inhibitor]	1%	4%	-10%	?
CN(C)CCN(C(=O)c1cccc(Cl)c1)c1nc2c(Cl)cccc2s1	-3%	-2%	.	-7%	8%	12%	-1%	-12%
Cc1ccc(NC(=O)CCCn2nc(C)c3c(C)n(-c4ccccc4)nc3c2=O)cc1C	-7%	-9%	-11%	-8%	2%	-2%	2%	4%
COc1cccc(C(=O)NNC(=O)c2ccc3ccccc3c2O)c1	0%	10%	8%	-6%	-11%	5%	-16%	-14%
CCCCC(=O)N(C)c1c(CC)nc2c(OCCOC)cccn12	-7%	-13%	21%	17%	-16%	3%	8%	-14%
CC(C)OC(=O)c1cccc(C(=O)Nc2cccc(NC(=O)c3cccc(C(=O)OC(C)C)n3)n2)n1	-21%[0.397 µM]	-10%	3%	-24%	-3%	-11%	2%	11%
CN(C(=O)COC(=O)Cn1cnc2ccccc21)C1CCCCC1	0%	-1%	.	-30%	-2%	-5%	21%	4%
Cc1ccc(NC(=O)CSc2nnc3c(n2)[nH]c2ccccc23)cc1	-2%	-3%	-14%	i	1%	7%	0%	-14%
O=C(NCCCn1ccnc1)c1ccc(Cl)s1	-2%	-7%	-4%	i	-1%	6%	1%	4%
Cc1ccccc1S(=O)(=O)Nc1ncnc2ccccc12	-5%	-2%	8%	-4%	-1%	1%	6%	-7%
NC(=O)[C@@H]1CCCCNc2c(F)cc([N+](=O)[O-])cc2C(=O)N[C@@H](CC(=O)O)C(=O)N[C@@H](CCC(=O)O)C(=O)N1	-12%	-30%	-21%	18%	-9%	-2%	2%	1%
CC(=O)N=c1sc2cc(C)ccc2n1C	-3%	1%	-13%	i	-6%	7%	0%	-4%
CC(C)OC(=O)CSc1nnc(-c2cccnc2)n1N	11%	-3%	-36%	-17%	-10%	9%	23%	0%
CN(C)Cc1c(C(=O)N/N=C/c2ccncc2)nnn1-c1nonc1N	?	12%	44%	i	-4%	19%	8%	-5%
c1ccc(-c2nc(NCc3ccco3)c3ccccc3n2)nc1	-14%	10%	27%	-1%[57.5 µM]	0%	4%	-3%	-15%
COc1ccc2[nH]c3c(=O)n(N)c(=O)[nH]c3c2c1	-4%	-7%	-1%	i	1%	-7%	-1%	-2%
CCc1ccc(N=C2NC(=O)/C(=C/c3ccc(OCC(=O)O)cc3)S2)cc1	25%	?	5%	-6%	1%	-4%	22%	?
O=c1/c(=C/c2cccc3ccccc23)sc2ncnn12	?	-11%	9%	-10%	-1%	10%	-6%	-12%
COc1cc(/C=C2\SC(=S)N(Nc3ccccc3)C2=O)cc(OC)c1OC	10%	17%	5%	-25%[57.5 µM]	2%	1%	-1%	6%
CN(C)C(=O)C(OC(=O)c1ccc2ccccc2n1)c1ccccc1 (configuration not stated)	-11%	3%	6%	i	3%	6%	6%	23%
Cc1ccccc1C(=O)NC(C)c1ccc2c(c1)CCCC2 (configuration not stated)	11%	-1%	8%	i	-21%	13%	-5%	-6%
CCOc1cc(N2CCOCC2)c(OCC)cc1NC(=O)[C@H](C)NC(=O)c1ccco1	-5%	7%	27%	-10%	1%	14%	1%	3%
C=CCN(c1ccccc1)S(=O)(=O)c1cccc(C(=O)NCc2ccncc2)c1	20%	-5%	-6%	-21%	1%	5%	1%	2%
COc1ccc(CNC(=O)c2ccc3c(c2)NC(=O)C(C)S3)cc1 (configuration not stated)	-2%	5%	-10%	-8%	-1%	8%	8%	0%
Cc1ccc(NC(=O)CSc2ccc(-c3cccnc3)nn2)cc1Cl	17%	2%	9%	-18%	-9%	-5%	2%	-15%

# Among those listed so far, seven have an NH in an aromatic ring.
Structure	TDP43 rescue	EPAC1 ag	FUS suppressor	PTHR1 agonist	aSyn rescue	EPAC2 ag	EPAC2 antagonist	EPAC1 antagonist
O=c1nc(-c2ccccc2)nc(-c2ccccc2)[nH]1	-9%	-4%	-3%	-8%	0%	12%	-6%	0%
O=C(COc1ccccc1CNC[C@H]1O[C@@H](n2ccc(=O)[nH]c2=O)[C@H](O)[C@@H]1O)N1CCCCC1	2%	-9%	-19%	i	-1%	-17%	?	23%
COc1ccccc1-n1c(SCC(=O)NCC2CCCO2)nc2c([nH]c3ccccc32)c1=O (configuration not stated)	-7%	-10%	16%	i	1%	4%	-6%	-8%
CCOC(=O)c1c(C)[nH]c(NC(=O)NNC(=O)c2ccccc2Cl)c1C	14%	18%	-20%	-68%	2%	12%	16%	-25%
Cc1cn(CC(=O)NCCN2CCOCC2)c(=O)[nH]c1=O	17%	-11%	-19%	i	-10%	2%	13%	-21%
Cc1ccc(NC(=O)CSc2nnc3c(n2)[nH]c2ccccc23)cc1	-2%	-3%	-14%	i	1%	7%	0%	-14%
COc1ccc2[nH]c3c(=O)n(N)c(=O)[nH]c3c2c1	-4%	-7%	-1%	i	1%	-7%	-1%	-2%
